# DT40 TDP1 no CPT = qHTS for Inhibitors of human tyrosyl-DNA phosphodiesterase 1 (TDP1): qHTS in cells in absence of CPT; Potency, µM (series often up to 46.2 µM), for inactives: at the top dose activity change, negative = growth inhibition, usual class: inhibitors; AID 686978, 2013; DT40 Tdp1-/- hTDP1 cells, no CPT, ATP luminescence, 48 h; 420,000 compounds, 15% hits; further: nearly all actives have a fitted effect of over 55% in size
#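 Cells were dispensed at 400 per well, compounds added by pin tool, plates incubated ≥48 hr at 37 °C, then CellTiter-Glo added for 30 min at room temperature before luminescence reading. Line: DT40 Tdp1-/- complemented with hTDP1; camptothecin omitted.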
# TDP1 inh = inhibitors of human tyrosyl-DNA phosphodiesterase TDP1 | Q9NUW8 | recombinant TDP1, AlphaScreen DNA substrate cleavage | Potency, µM (series often up to 130 µM), for the others: top-dose activity change, negative = inhibition, most hits filed as inhibitors | 350,000 compounds, 0.28% hits | AID 485290; further: nearly all actives have a fitted effect of over 40% in size
# Target sequence (Q9NUW8 whole entry, looked up): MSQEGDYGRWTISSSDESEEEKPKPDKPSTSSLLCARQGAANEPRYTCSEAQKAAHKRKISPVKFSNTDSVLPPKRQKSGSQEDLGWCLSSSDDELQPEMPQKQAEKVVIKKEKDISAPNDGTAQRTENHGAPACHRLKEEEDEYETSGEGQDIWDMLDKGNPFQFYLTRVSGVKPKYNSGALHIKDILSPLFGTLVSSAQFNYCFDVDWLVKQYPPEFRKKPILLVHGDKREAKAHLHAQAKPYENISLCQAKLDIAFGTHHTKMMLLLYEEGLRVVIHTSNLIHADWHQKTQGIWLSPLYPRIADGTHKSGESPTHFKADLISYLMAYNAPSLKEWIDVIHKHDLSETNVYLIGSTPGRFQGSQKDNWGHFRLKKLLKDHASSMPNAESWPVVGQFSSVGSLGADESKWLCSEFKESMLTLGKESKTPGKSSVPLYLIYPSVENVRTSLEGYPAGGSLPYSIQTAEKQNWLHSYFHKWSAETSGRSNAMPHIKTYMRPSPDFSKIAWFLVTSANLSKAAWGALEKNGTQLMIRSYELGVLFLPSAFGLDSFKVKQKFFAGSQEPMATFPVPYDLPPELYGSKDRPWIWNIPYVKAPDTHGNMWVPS
#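 Here, a 5' biotin and 3' phosphotyrosine-FITC DNA oligonucleotide reports Tdp1 activity: intact substrate bridges AlphaScreen beads, while cleavage leaves a 3' phosphate and drops signal. All incubations at room temperature.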
# N370S GC mod = inhibitors or activators of N370S glucocerebrosidase for Gaucher disease; P04062; N370S GC spleen homogenate, 4MU-glucoside fluorescence; Potency, µM (titrated, usually from 59.4 µM), for the others: at the top dose activity change, negative = inhibition, actives largely listed as inhibitors; 330,000 compounds, 0.092% hits;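 further: 0% = full enzyme activity and -100% = no enzyme basal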
# * marks the source's active call; other numbers are inactive results; ? = inconclusive; nt = no result given; & = joins results of further samples; [ ] = dose if it differs, or a comment. The call rests on the fitted dose curve; in most records, active means well fitted curve in the direction sought with a large enough effect; inconclusive means small, poorly fitted or top-dose-only effect, or another doubt; inactive means no such curve, though single readings can be large; an effect the other way counts as inactive or inconclusive. Unless noted, on the % scale 0 is the no-effect control and ±100 the full control effect; potency means the concentration at half of the fitted maximal effect.
compound	DT40 TDP1 no CPT	TDP1 inh	N370S GC mod
CCc1nc(SCC(=O)N2CCN(C(=O)c3ccco3)CC2)c2c3c(sc2n1)CCCC3	13µM*	8.6%	22.1%
O=C(NCc1c(F)cccc1F)c1cc(COc2c(F)cccc2F)on1	-24.7%	1.2%	6.5%
Cc1c(C(=O)N2CCOCC2)sc(NC(=O)c2ccc([N+](=O)[O-])cc2)c1C#N	?	8.5%	1.9%
COc1ccccc1NC(=S)NCCSc1ccc(C)cc1	?	10.5%	11.0%
CCN(CCNC(=O)C1CCC(=O)N1Cc1ccc(C)cc1)c1ccccc1 (stereo not given)	-16.0%	2.5%	-7.9%
COC(=O)C1(Cc2cc(-c3cccc(Br)c3)no2)CCN(C(=O)OC(C)(C)C)CC1	?	nt	4.0%
CC(C)(C)c1cc(OC(=O)C2CCCC2)ccc1O	3.66µM*	nt	0.2%
Cc1ccc(C(=O)c2ccc([N+](=O)[O-])cc2)cc1	-9.5%	6.6%	-21.0%
CCC(C)NC(=O)C1c2cc(OC)c(OC)cc2C(=O)N(C)C1c1cccs1 (stereo not given)	-2.8%	0.0%	10.6%
Cc1ccc(N=Nc2c(N)[nH]n3c(=O)c4c(nc23)CCCC4)cc1	nt	-1.0%	6.6%

# Remaining list, next part
compound	DT40 TDP1 no CPT	TDP1 inh	N370S GC mod
O=C(CSCc1ccc(Cl)cc1)N/N=C/c1ccc(OCC(=O)Nc2ccccc2)cc1	?	-2.9%	-8.4%
CN(C)CCCNc1nc(N)c([N+](=O)[O-])c(NCc2ccccc2)n1	-19.4%	nt	-11.5%
Cn1c2c(c(=O)n(C)c1=O)C(C(F)(F)F)(C(F)(F)F)N=C(C1CCCCC1)N2	25.9µM*	5.3%	-1.5%
CN1C(=O)/C(=C/c2cccc([N+](=O)[O-])c2)C(=O)N1c1ccccc1	?	nt	0.0%
COc1ccc(N2CCN(C(CNC(=O)C(=O)NC3CCCC3)c3ccco3)CC2)cc1 (stereo not given)	-16.7%	nt	-3.9%
COc1cccc(C(=O)/C=C/Nc2ccc(S(=O)(=O)Nc3cc(OC)nc(OC)n3)cc2)c1	-6.4%	1.8%	9.1%
CCOc1ccc(S(=O)(=O)/N=C(/Nc2ccc(C(C)=O)cc2)c2ccccc2)cc1	13µM*	0.7%	nt
CC(Nc1ccccc1)c1cccnc1 (stereo not given)	4.6%	1.2%	-4.1%
Cc1noc(C)c1COc1ccc(C(=O)N2CCCC(C(N)=O)C2)cc1 (stereo not given)	8.7%	5.3%	-3.1%
COc1ccc(-c2cc(C(=O)NCCCN3CCCC3=O)c3ccccc3n2)cc1OC	?	-1.9%[56.1 µM]	nt

# Next part:
compound	DT40 TDP1 no CPT	TDP1 inh	N370S GC mod
Cn1c(=O)c(CCc2ccccc2)nc2cnc(Nc3ccccc3)nc21	14.5%	nt	2.7%
CN(c1ccccc1)S(=O)(=O)c1ccc(NC(=O)C2CCCCC2C(=O)O)cc1 (stereo not given)	-20.4%	3.2%	-24.1%
CCCN(CC(=O)Nc1ccccc1C)C(=O)/C=C/c1ccc(S(=O)(=O)N2CCCCCC2)cc1	20.6µM*	nt	-7.7%
CC1=C(C(=O)OCCOc2ccccc2)C(c2coc3ccccc3c2=O)C2=C(CCCC2=O)N1 (stereo not given)	?	5.4%	8.3%
COc1ccc(OC)c(Nc2ncnc3c2cnn3-c2cccc(C)c2)c1	4.61µM*	5.7%	6.4%
COc1ccc(Nc2ncnc3onc(-c4ccc(Cl)cc4)c23)cc1Cl	16.4µM*	-1.3%	nt
COc1ccccc1N1CCN(C(=O)Cn2nc(C(F)(F)F)c3c2CCC3)CC1	-25.7%	5.5%	3.2%
COc1ccc(-c2nc3c4ccccc4[nH]c(=O)n3n2)cc1	?	-1.0%	?
CCc1cccc2c(C(=S)N3CCCC3)c[nH]c12	-9.5%	2.4%	-11.2%
Cc1nnsc1S(=O)c1ccc(Cl)cc1 (stereo not given)	?	nt	-13.1%

# Going on with the list.
compound	DT40 TDP1 no CPT	TDP1 inh	N370S GC mod
CC(C)c1ccc(Nc2cnn(C34CC5CC(CC(CC(=O)O)(C5)C3)C4)c(=O)c2Cl)cc1	-1.8%	1.8%	5.6%
COc1ccc(NC(=O)N2CCC(n3nnc4cc(C)ccc43)CC2)cc1	?	4.4%	0.0%
Cc1cc(=O)oc2cc(OCC(=O)OCC(=O)N(C)C3CCS(=O)(=O)C3)ccc12 (stereo not given)	-7.5%	0.0%	4.2%
CCCCc1ccc(NC(=O)CN2NS(=O)(=O)c3ccccc3C2=O)cc1	?	10.7%	10.4%
CCCCN(Cc1ccccc1)S(=O)(=O)c1cc(Br)cc2c1N(C(=O)C1CC1)CC2	9.2µM*	5.9%	nt
COC(=O)c1ccc(COC(=O)C2CCN(S(=O)(=O)c3ccccc3C(=O)OC)CC2)cc1	-3.2%	-3.0%	nt
CN(C(=O)COC(=O)c1c2c(nc3ccccc13)CCCC2)c1c(N)n(Cc2ccccc2)c(=O)[nH]c1=O	-16.0%	-6.2%	-21.7%
Nc1nc(SCc2ccc(Cl)cc2)ns1	-13.4%	4.1%	8.0%
Clc1ccccc1CN(Cc1ccccc1)c1ncnc2nc[nH]c12	0.0%	6.9%	7.3%
CC(C)[C@H](NC(=O)NC1CCCc2ccccc21)C(=O)O (stereo not given in full)	-16.6%	5.9%	-10.9%

# More results:
compound	DT40 TDP1 no CPT	TDP1 inh	N370S GC mod
COc1ccc2[nH]c(C(=O)O)c(NS(=O)(=O)c3ccc(Cl)s3)c2c1	-10.4%	2.9%	9.3%
Cc1[nH]c2ccc(F)cc2c(=O)c1SC(F)(F)C(F)C(F)(F)F (stereo not given)	?	4.0%	3.3%
CCc1ccc(NC(=O)Nc2c(C)n(C)n(-c3ccccc3)c2=O)cc1	-7.9%	2.7%	10.5%
CC(C)OC(=O)C1C2C=CC3(CN(CC4CCCO4)C(=O)C13)O2 (stereo not given)	-15.3%	4.1%&-2.4%	5.0%&-0.9%
CC(C)C[C@H](NC(=O)c1nc[nH]c1C(=O)N1CCN(c2ccccc2)CC1)C(=O)OC(C)(C)C	?	8.3%	2.7%
Cc1cccc(-c2nnc(SCC(=O)N3CCCCC3)o2)c1	?	-5.0%	nt
CC(NC(=O)CSC(=S)N(C)C)C12CC3CC(CC(C3)C1)C2 (stereo not given)	?	0.0%	26.4%
O=S1(=O)CCC(N=Nc2c(O)n(Cc3ccccc3)c3ccccc23)C1 (stereo not given)	?	nt	-10.6%
CCOC(=O)N1CCN(Cc2nc3cc(NC(=O)c4ccco4)ccc3n2C)CC1	-0.8%	6.0%	9.6%
COc1ccc(S(=O)(=O)Nc2ccccc2C(=O)NCc2ccco2)cc1	?	2.0%	13.4%

# More entries follow:
compound	DT40 TDP1 no CPT	TDP1 inh	N370S GC mod
O=C(Nc1ccc(Br)cc1)c1cc(-c2ccc3c(c2)OCO3)on1	0.6%	-3.3%	-5.9%
O=c1cc(Nc2ccc3c(c2)OCO3)[nH]c(=O)n1-c1ccc(Br)cc1	23.1µM*	1.7%	0.6%
Cc1ccc(N(C)S(=O)(=O)c2ccc3[nH]cc(C(=O)NCCCN4CCOCC4)c(=O)c3c2)cc1C	-20.6%	1.7%	-16.9%
OCC(C#CCN1CCCCC1)NCc1ccccc1 (stereo not given)	-12.5%	-1.0%	-5.3%
CC(C)N1C(=O)C(=O)N(CC(=O)N2CCc3ccccc32)C1=O	-2.1%	-3.3%	nt
Cc1ccc(S(=O)(=O)N2CCN(C(=O)CCC(=O)Nc3ccc(F)cc3F)CC2)cc1	-12.4%	0.1%	nt
S=C(NCC1CCCO1)c1ccc(Br)cc1 (stereo not given)	?	6.6%	-10.9%
CC(=O)OC(C(=O)NC1CCCCC1)c1ccccc1Cl (stereo not given)	2.5%	-4.8%	17.0%
COC(=O)c1ccc(NC2(C#N)C(=O)Nc3ccccc32)cc1 (stereo not given)	23.1µM*	5.2%	-2.6%
NC(=O)c1c(NC(=O)CSc2nnc(-c3ccco3)n2N)sc2c1CCCC2	?	-4.5%	7.4%

# Carrying on.
compound	DT40 TDP1 no CPT	TDP1 inh	N370S GC mod
CN1CCN(C(c2cccc(Br)c2)c2sc3nc(-c4ccco4)nn3c2O)CC1 (stereo not given)	-22.3%	0.0%	nt
COc1ccc(CC(=O)N2CCc3cc(OC)c(OC)cc3C2COc2ccc(OC)cc2)cc1 (stereo not given)	16.4µM*	13.0%	nt
COc1ccc(N2C(=O)CCC2=O)c(OC)c1	25.6%	0.0%	-6.5%
COc1ccc(-n2c3c(cc(C(=O)NC4CCSC4=O)c2=O)C(=O)CC(C)(C)C3)cc1 (stereo not given)	-4.8%	3.1%	11.1%
Cc1cc(=O)[nH]c(N/N=C/c2ccccc2Cl)n1	?	nt	-4.6%
COc1ccc(N2C(=O)C(CC(=O)Nc3ccc(Cl)cc3)N(Cc3ccc4c(c3)OCO4)C2=O)cc1 (stereo not given)	?	6.4%	nt
COC(=O)CSc1nc(NC#N)nc(NC(C)(C)C)n1	-18.7%	-2.4%	-1.0%
COc1ccc(N(C(=O)COc2ccc(Br)cc2)S(=O)(=O)c2ccc(C)cc2)cc1	20.6µM*	-3.1%[12.3 µM]	nt
COCCCN(CC(=O)Nc1ccc(N2CCOCC2)cc1)S(=O)(=O)c1ccc(Cl)cc1	?	8.0%	-12.7%
CC1(C)CC(O)(CCNCc2ccc3c(c2)OCO3)CCO1 (stereo not given)	0.2%	2.1%	0.0%

# Molecules shown so far with a CF3 group:
compound	DT40 TDP1 no CPT	TDP1 inh	N370S GC mod
Cn1c2c(c(=O)n(C)c1=O)C(C(F)(F)F)(C(F)(F)F)N=C(C1CCCCC1)N2	25.9µM*	5.3%	-1.5%
COc1ccccc1N1CCN(C(=O)Cn2nc(C(F)(F)F)c3c2CCC3)CC1	-25.7%	5.5%	3.2%
Cc1[nH]c2ccc(F)cc2c(=O)c1SC(F)(F)C(F)C(F)(F)F (stereo not given)	?	4.0%	3.3%

# Remaining list, next part:
compound	DT40 TDP1 no CPT	TDP1 inh	N370S GC mod
Cc1ccc(S(=O)(=O)N2Cc3ccccc3CC2C(=O)NC(C)(C)C)cc1 (stereo not given)	-12.5%	nt	-2.2%
COc1cc(OC)cc(C(=O)N2CCC(N3CCCCCC3)CC2)c1	2.2%	-0.7%	5.8%
CCOc1ccc(C(=O)NC2CCN(C(=O)NCc3ccccc3)CC2)cc1	-3.5%	4.0%	-16.9%
O=C(CCc1ccc(S(=O)(=O)NCc2ccccc2)cc1)N1CCN(Cc2ccc3c(c2)OCO3)CC1	?	7.3%	3.6%
CCN(CC)CCCNC(=O)c1cn(C)c2ccc(S(=O)(=O)N(C)C3CCCCC3)cc2c1=O	?	0.9%&2.3%	-3.1%
COc1ccccc1OCC(=O)Nc1cc2c(cc1C(=O)O)OCCCO2	-16.2%	2.9%	1.1%
C=CC[n+]1ccc2ccccc2c1C	-13.1%	-1.3%	-14.2%
CCCC1CCC(c2ccc(C(=O)NN)cc2)CC1 (stereo not given)	29.1µM*	5.4%	-1.1%
COc1ccc(NC(=O)c2ccc3[nH]c(C)c(C)c3c2)cc1	-26.6%	nt	-7.4%
Cn1nnc(NC(=O)c2ccccc2)n1	1.9%	-2.5%	-6.7%

# Later entries
compound	DT40 TDP1 no CPT	TDP1 inh	N370S GC mod
Cc1onc(-c2ccccc2)c1C(=O)Nc1ccc(S(=O)(=O)N2CCCCC2)cc1	?	2.6%	-12.8%
Cc1cccc(C(=O)OC2CCOC2=O)c1O (stereo not given)	0.9%	0.1%	2.6%
Cc1noc(C)c1C(=O)N1CCC[C@@]2(CCN(C(c3ccccc3)c3ccccc3)C2)C1	?	nt	-1.7%
COc1ccc(C2c3[nH]c4ccccc4c3CCN2CCCn2cccn2)c(C)c1C (stereo not given)	13µM*	6.0%	-19.0%
COCCn1c(SCc2ccccc2F)nc2ccccc2c1=O	?	-1.2%	23.0%
O=C(CN1CCCCCC1)Nc1ccccc1C(=O)Nc1ccccc1	?	nt	-15.9%
COC1(OC)N=C(N)C2(C#N)C(c3cccc(Oc4ccccc4)c3)C12C#N (stereo not given)	?	-5.9%	-12.3%
COCCN1C(=O)C(=O)/C(=C(/O)c2ccc(S(=O)(=O)N3CCOCC3)cc2)C1c1cccc([N+](=O)[O-])c1 (stereo not given)	0.0%	3.1%	1.1%
CCN(CC)C(=O)C(=O)N/N=C/c1ccc(C(=O)O)cc1	-0.1%	0.6%	9.8%
O=C(COc1ccc(Cl)cc1)NCCSc1ccccc1	-24.2%	0.0%	1.1%

# Following part:
compound	DT40 TDP1 no CPT	TDP1 inh	N370S GC mod
Cc1cc(/C=N/NC(N)=S)c(O)c(/C=N/NC(N)=S)c1	?	-2.6%	0.3%
Cc1ccccc1C(=O)NC(=O)Nc1ccc(-n2nc(C(F)(F)F)cc2C(F)(F)F)cc1	?	5.8%	nt
CCCn1c(-c2cccs2)nc2nc3ccccc3nc21	16.4µM*	0.0%	?
COc1ccc(/C=C(\NC(=O)c2ccccc2)C(=O)NCC2CCCO2)cc1 (stereo not given)	2.5%	nt	4.1%
O=C(CN(c1ccccc1F)S(=O)(=O)c1ccccc1)NC1CCCCCC1	-27.3%	2.3%	17.2%

# An excerpt; count on the stated rates, not on these rows.
